D1 ag: agonists of human D1 dopamine receptor; AID 504660; activation, % at 2 µM; P21728; hit rate 1% among 360,000; HEK293 T-REx D1 cells, calcium flux, agonist mode; in the data active means activation above about 30%; further: 0% is about no effect
Target sequence (P21728 whole entry, looked up): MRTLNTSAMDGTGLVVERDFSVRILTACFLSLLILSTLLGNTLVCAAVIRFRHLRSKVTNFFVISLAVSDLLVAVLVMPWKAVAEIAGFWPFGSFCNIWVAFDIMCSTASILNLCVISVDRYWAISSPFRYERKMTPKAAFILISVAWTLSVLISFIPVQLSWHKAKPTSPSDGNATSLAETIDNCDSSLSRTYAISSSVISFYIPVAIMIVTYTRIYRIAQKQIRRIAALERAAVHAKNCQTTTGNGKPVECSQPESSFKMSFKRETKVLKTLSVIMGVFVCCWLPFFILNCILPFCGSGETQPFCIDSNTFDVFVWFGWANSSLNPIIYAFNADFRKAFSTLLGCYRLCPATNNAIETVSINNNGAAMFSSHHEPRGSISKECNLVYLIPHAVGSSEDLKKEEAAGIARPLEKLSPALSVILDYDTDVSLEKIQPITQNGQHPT
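Agonism was scored from calcium flux recorded over 180 s (1 read/s) after pintool compound addition, following a 10-cycle baseline. Cells were inducible force-coupled HEK293 TREx D1, plated overnight at 30 C and loaded with no-wash calcium dye.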
Anesthetic bind: candidate novel general anesthetic via apoferritin binding; P02791; apoferritin/1-aminoanthracene competitive binding, fluorescence; Potency, µM (doses to about 77.5 µM), for inactives: at the highest dose activity change, negative = displacement, usual class: inhibitors; hit rate 0.074% among 350,000; further: potency means the concentration at half of the fitted maximal effect; on the % scale 0 is the no-effect control and ±100 the full control effect; nearly all actives have a fitted effect of over 20% in size
Target sequence (P02791 2-175 limits assumed): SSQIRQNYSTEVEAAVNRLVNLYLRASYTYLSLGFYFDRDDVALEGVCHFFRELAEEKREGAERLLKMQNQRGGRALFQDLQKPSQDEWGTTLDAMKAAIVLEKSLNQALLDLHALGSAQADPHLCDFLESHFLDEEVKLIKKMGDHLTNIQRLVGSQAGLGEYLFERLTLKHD
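In PBS, apoferritin at 10 uM is loaded with 1-AMA from a 50% saturated solution. After 10 min of compound exposure at ambient temperature, reduced 535 nm fluorescence indicates probe displacement.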
D1 antag: human D1 dopamine receptor antagonism | P21728 | AID 504652 | hit rate 3.2% among 360,000 | activity change, negative = inhibition, % at 10 µM | HEK293 TREx D1 cells, calcium flux, dopamine EC80; hits give low values; in the data active means activity change below about -30%; further: on the % scale 0 is the no-effect control and ±100 the full control effect
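Tetracycline-induced HEK293 Trex D1 cells, force-coupled to calcium, dye-loaded; compounds added and read 180 s, then EC80 dopamine added and calcium flux tracked kinetically another 180 s.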
RXFP1 ag: agonists of human relaxin receptor RXFP1; Q9HBX9; HEK293T-RXFP1 cAMP TR-FRET, 30 min; response scale: percent of porcine relaxin response, buffer zero; Potency, µM (highest dose often 57.5 µM), inactives show at the top dose activation, actives largely listed as activators; hit rate 0.3% among 370,000; further: potency means the concentration at half of the fitted maximal effect; on the % scale 0 is the no-effect control and ±100 the full control effect; nearly all actives have a fitted effect of over 60% in size; many of its hits are not listed in these tables
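HEK293 cells stably expressing RXFP1, treated 30 min at 37C with compounds plus PDE4 inhibitor Ro 20174; cAMP measured by HTRF TR-FRET. Normalized to buffer and 29 nM porcine relaxin; EC50 by Hill fit.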
D2 potentiator: positively modulates the human D2 dopamine receptor allosterically; potentiation, % at 10 µM; hit rate 0.34% among 340,000; AID 485347; P14416; HEK293 T-REx D2, calcium flux, EC20 dopamine potentiation;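 active means potentiation over 3 SD above the plate norm, cut at about 30% in these data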; further: 0% is about no effect
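Tetracycline-induced Hek293 Trex D2 cells, force-coupled to calcium, loaded with no-wash calcium dye. Compound added with 180 s kinetic read for agonism, then EC20 dopamine and a further 180 s read for potentiation.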
TRHR ag: agonists of human TRH receptor. P34981. TRHR cells, calcium flux fluo-8, FDSS agonist mode. activation, % at 2 µM. hit rate 0.18% among 360,000. AID 493084; in the data active means activation above about 30%; further: 0% is about no effect
Target sequence (P34981 whole entry, looked up): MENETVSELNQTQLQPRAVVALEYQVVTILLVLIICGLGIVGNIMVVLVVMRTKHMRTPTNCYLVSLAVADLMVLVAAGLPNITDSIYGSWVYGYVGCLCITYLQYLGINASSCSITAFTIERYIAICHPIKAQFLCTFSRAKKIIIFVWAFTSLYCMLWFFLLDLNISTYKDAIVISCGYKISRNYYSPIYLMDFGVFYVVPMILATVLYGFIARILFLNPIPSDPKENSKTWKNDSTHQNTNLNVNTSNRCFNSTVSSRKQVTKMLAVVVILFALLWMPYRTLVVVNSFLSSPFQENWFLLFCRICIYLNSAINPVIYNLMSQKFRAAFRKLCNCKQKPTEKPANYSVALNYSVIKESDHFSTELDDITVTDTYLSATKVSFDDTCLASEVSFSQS
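Fluo-8-loaded TRHR cells; 10 s baseline, compound added, kinetic Ca2+ fluorescence read 1/s, agonist mode.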
RXFP1 antagonist: antagonists of human relaxin receptor RXFP1. Q9HBX9. HEK293-RXFP1, relaxin-stimulated cAMP HTRF, 30 min; hits give low values. activity change, negative = inhibition, % at 57.5 µM. hit rate 0.59% among 350,000;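 active means activity change of -60% or lower, but not beyond a set lower limit; inconclusive means change between -60% and -40%, or beyond the set limit; inactive means change above -40%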; further: on the % scale 0 is the no-effect control and ±100 the full control effect
D1 PAM: potentiators of human D1 dopamine receptor | potentiation, % at 10 µM | hit rate 0.036% among 360,000 | P21728 | HEK293 TREx D1 cells, calcium flux, dopamine EC20 potentiation; in the data active means potentiation above about 30%; further: 0% is about no effect
TRHR PAM: allosterically enhances the human TRH receptor | TRHR cells, fluo-8 calcium fluorescence, EC20 TRH enhancement | enhancement, % at 2 µM | hit rate 0.66% among 360,000 | AID 493056; in the data active means enhancement above about 30%; further: 0% is about no effect
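Enhancer read-out: after compound pinning and an initial kinetic agonist-mode read, an EC20 of TRH (10 nM final) was injected and fluo-8 calcium signal (Ex 480/Em 530) followed at 1 s/cycle for 100 cycles in TRHR-expressing cells.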
* hit, by the source's call; ? = inconclusive; · = not tested or not shown. Unless noted, the call rests on the fitted dose curve; in most records, active means well fitted curve in the direction sought with a large enough effect; inconclusive means small, poorly fitted or top-dose-only effect, or another doubt; inactive means no such curve, though single readings can be large; an effect the other way counts as inactive or inconclusive. An excerpt (hit frequency here may not be typical).

SMILES	D1 ag	Anesthetic bind	D1 antag	RXFP1 ag	D2 potentiator	TRHR ag	RXFP1 antagonist	D1 PAM	TRHR PAM
Cc1cccc(NC(=O)C2CC(O)CN2C(=O)Oc2ccccc2)c1 (stereo unspecified)	3	2%	-3	1.6%	-4	0.1	-6	-5	1
Cc1cc2oc(=O)c(CC(=O)NCCc3ccccc3)c(C)c2c2occ(C(C)(C)C)c12	0	?	1	2.1%	5	0.1	-1	-1	17
CCc1ccc(NC(=O)Cn2ccn(Cc3ccccc3OC)c(=O)c2=O)cc1	0	-1%	8	1.4%	-10	-0.1	-6	0	-3
COc1cccc(-c2nc(CS(=O)(=O)CC(=O)NCCCOC(C)C)c(C)o2)c1	7	-15%	-15	0.2%	17	-1.0	-9	-6	-6
Cc1cc(C)n(S(=O)(=O)c2ccc(C)c(C)c2)n1	3	-5%	13	2.3%	21	-0.8	-5	2	6
O=C(CN1CCN(C(=O)c2ccco2)CC1)NCc1ccc(Cl)cc1	2	-5%	2	5.4%	20	-0.6	1	-11	-9
c1ccc(-c2nc(NCc3ccco3)c3oc4ccccc4c3n2)cc1	2	-11%	-2	-1.9%	33*	1.0	-6	-7	4
O=C(Nc1nnc(-c2ccc(Br)cc2)o1)c1ccco1	1	·	0	9.1%	-4	-0.1	5	-2	8
C#CCOCCOCCOCCNc1nc(N2CCN(C(=O)CCCCCCCCCCNC(=O)[C@H]([C@@H](C)CC)n3cc(CCCCCN)nn3)CC2)nc(N2CCN(C(=O)CCCCCCCCCCNC(=O)[C@@H]([C@H](C)CC)n3cc(CCCCCN)nn3)CC2)n1	8	·	28	0.6%	-18	7.1	·	22	-2
NC(=O)N/N=C/C=C/c1ccccc1	3	-3%	-9	-0.1%	-6	0.7	-12	-1	1
C=CCNCC(=O)N1N=C(c2ccc3ccccc3c2)CC1c1ccc(OC)cc1 (stereo unspecified)	12	-24%	17	0.0%	-5	0.0	?	-2	9
CC(C)OC(=O)c1cc(Cl)c(=O)n(Cc2ccc(Cl)cc2Cl)c1	4	-20%	1	2.2%	17	0.3	1	4	-1

Four entries from above, bar-delimited.
Structure | D1 ag | Anesthetic bind | D1 antag | RXFP1 ag | D2 potentiator | TRHR ag | RXFP1 antagonist | D1 PAM | TRHR PAM
C=CCNCC(=O)N1N=C(c2ccc3ccccc3c2)CC1c1ccc(OC)cc1 (stereo unspecified) | 12 | -24% | 17 | 0.0% | -5 | 0.0 | ? | -2 | 9
c1ccc(-c2nc(NCc3ccco3)c3oc4ccccc4c3n2)cc1 | 2 | -11% | -2 | -1.9% | 33* | 1.0 | -6 | -7 | 4
Cc1cccc(NC(=O)C2CC(O)CN2C(=O)Oc2ccccc2)c1 (stereo unspecified) | 3 | 2% | -3 | 1.6% | -4 | 0.1 | -6 | -5 | 1
CCc1ccc(NC(=O)Cn2ccn(Cc3ccccc3OC)c(=O)c2=O)cc1 | 0 | -1% | 8 | 1.4% | -10 | -0.1 | -6 | 0 | -3

Returning to the listing, starting four compounds before the break.
SMILES	D1 ag	Anesthetic bind	D1 antag	RXFP1 ag	D2 potentiator	TRHR ag	RXFP1 antagonist	D1 PAM	TRHR PAM
C#CCOCCOCCOCCNc1nc(N2CCN(C(=O)CCCCCCCCCCNC(=O)[C@H]([C@@H](C)CC)n3cc(CCCCCN)nn3)CC2)nc(N2CCN(C(=O)CCCCCCCCCCNC(=O)[C@@H]([C@H](C)CC)n3cc(CCCCCN)nn3)CC2)n1	8	·	28	0.6%	-18	7.1	·	22	-2
NC(=O)N/N=C/C=C/c1ccccc1	3	-3%	-9	-0.1%	-6	0.7	-12	-1	1
C=CCNCC(=O)N1N=C(c2ccc3ccccc3c2)CC1c1ccc(OC)cc1 (stereo unspecified)	12	-24%	17	0.0%	-5	0.0	?	-2	9
CC(C)OC(=O)c1cc(Cl)c(=O)n(Cc2ccc(Cl)cc2Cl)c1	4	-20%	1	2.2%	17	0.3	1	4	-1
Oc1ccc(/C=N/NC(=S)N/N=C/c2ccc(O)cc2)cc1	4	-19%	-6	-0.7%	7	-0.5	-8	-7	5
C(=N\Nc1ncnc2sc3c(c12)CCC3)/c1ccncc1	3	-22%	-5	4.3%	2	0.7	0	-3	0
CCOc1ccc(C2N3CC4(C(C)C)CN2CC(C(C)C)(C3)C4=O)cc1OC (stereo unspecified)	1	-2%	-3	0.0%	·	1.4	-1	4	-3
COc1cccc(CNC(=O)CCc2c(C)c3cc4c(C)coc4c(C)c3oc2=O)c1	1	6%	-14	2.2%	-9	-1.9	-2	2	-3
O=C(NCCCN1CCOCC1)c1nn2c(C(F)(F)F)cc(-c3ccco3)nc2c1Cl	1	-8%	8	3.5%	-8	-0.6	11	-2	0
O=C(Nc1cccc(C(F)(F)F)c1)C1CCCCC1	4	?	4	2.6%	-22	0.1	5	-3	-4
COc1ccccc1N(CC(O)CN1C(=O)NC(C)(C)C1=O)S(=O)(=O)c1ccc(C)cc1 (stereo unspecified)	2	-10%	-1	-0.3%	20	-0.8	-2	-7	4
CCCCNC(=O)c1cc2cc(OC)ccc2[nH]1	1	-4%	-7	0.3%	9	0.2	-2	0	5
CCOC(=O)C1=C(c2ccccc2)NC(=O)NC1c1ccc(OC)cc1 (stereo unspecified)	2	-7%	-8	0.0%	5	-0.4	-15	2	-3
O=C(Nc1ccc(Br)cn1)C1CCN(S(=O)(=O)c2cccs2)CC1	1	6%	-1	-0.5%	18	0.2	-6	-11	0
CCOC(=O)C1(CCc2ccccc2)CCN(C(=O)c2cc(C)nc(C)n2)CC1	-1	-6%	7	-2.6%	7	-3.2	-7	-3	2
CC(C)c1ccc(NC(=O)COc2ccc(S(=O)(=O)N3CCOCC3)cc2)cc1	0	-11%	·	1.8%	-1	-0.5	-8	-4	5

Sorted by value in D2 potentiator (lowest first): some entries from above.
Molecule	D1 ag	Anesthetic bind	D1 antag	D2 potentiator	TRHR ag	RXFP1 antagonist	D1 PAM	TRHR PAM
COc1cccc(CNC(=O)CCc2c(C)c3cc4c(C)coc4c(C)c3oc2=O)c1	1	6%	-14	-9	-1.9	-2	2	-3
CC(C)c1ccc(NC(=O)COc2ccc(S(=O)(=O)N3CCOCC3)cc2)cc1	0	-11%	·	-1	-0.5	-8	-4	5
CCOC(=O)C1=C(c2ccccc2)NC(=O)NC1c1ccc(OC)cc1 (stereo unspecified)	2	-7%	-8	5	-0.4	-15	2	-3
Oc1ccc(/C=N/NC(=S)N/N=C/c2ccc(O)cc2)cc1	4	-19%	-6	7	-0.5	-8	-7	5
COc1ccccc1N(CC(O)CN1C(=O)NC(C)(C)C1=O)S(=O)(=O)c1ccc(C)cc1 (stereo unspecified)	2	-10%	-1	20	-0.8	-2	-7	4

Further results.
SMILES	D1 ag	Anesthetic bind	D1 antag	RXFP1 ag	D2 potentiator	TRHR ag	RXFP1 antagonist	D1 PAM	TRHR PAM
COc1cc(C(c2sc3nc(C)nn3c2O)N2CC(C)OC(C)C2)cc(OC)c1OC (stereo unspecified)	-2	4%	3	0.2%	-15	0.1	1	-3	1
Cc1[nH]n2c(=O)c3c(nc2c1-c1cccc2ccccc12)CCC3	2	-12%	4	1.2%	-13	-0.4	0	-7	8
O=C(CCCC(=O)NCc1ccccc1)NCc1ccccc1	4	0%	10	1.2%	8	0.3	-7	-3	2
Brc1ccc(C2=CSC3=NCCN23)cc1	1	-11%	8	5.6%	-3	0.3	-20	-5	17
CCOC(=O)C1=C(C)N=C2SC(C)C(=O)N2C1c1ccc(OC(C)=O)c(OCC)c1 (stereo unspecified)	6	-13%	1	1.2%	13	0.4	·	-7	8
COc1ccc(-n2nnc3c(=O)n(CC(=O)N4CCC(Cc5ccccc5)CC4)cnc32)cc1	1	-9%	13	-0.6%	9	0.8	4	-7	8
CCC(C)Nc1nc2c(c(=O)n(C)c(=O)n2C)n1Cc1ccc(Cl)cc1 (stereo unspecified)	9	1%	9	-0.1%	21	-0.6	·	8	4
Cc1[nH]n(C(N)=S)c(=O)c1N=Nc1cccc(C(F)(F)F)c1	-1	-6%	-3	-2.6%	13	-2.3	-3	-5	4
COc1ccc(-n2ncc3c(=O)n(CC(=O)N4CCCc5ccccc54)cnc32)cc1	3	-15%	-1	1.4%	-2	-0.5	5	0	-5
c1ccc(N2CCN(Cc3nnc(-c4ccc5c(c4)OCO5)o3)CC2)cc1	5	0%	-16	3.3%	6	-0.3	-15	1	-1
Cc1ccc(NCc2nnc(SCC(=O)N(Cc3ccccc3)C(C)(C)C)o2)c(C)c1	1	7%	-45*	0.0%	0	0.0	-1	-3	-3
CCc1nnc2cccc(Cl)n12	-1	-8%	15	23%	0	0.6	6	-3	1
O=S(=O)(Nc1ncccn1)c1ccc(F)cc1	0	-9%	1	3.3%	3	0.5	6	-9	2
COc1cc(C(O)P(=O)(OCCC(C)C)c2ccc(N(C)C)cc2)cc(OC)c1OC (stereo unspecified)	2	0%	6	4.7%	3	-0.1	7	7	-1
O=C(CN1C(=O)c2cccc3cccc(c23)C1=O)N1CCCCC1	1	-6%	-13	0.6%	0	0.4	0	1	-2
Cn1c(N2CCOCC2)c(C#N)c2ccccc21	1	2%	-1	2.7%	16	-0.5	-11	10	7
CC1Cc2cc(/C=C3/SC(=S)NC3=O)ccc2O1 (stereo unspecified)	1	-13%	7	-1.9%	9	0.1	-23	3	5
CCCN(S(=O)(=O)c1ccc(OCC)cc1)S(=O)(=O)c1cccs1	28	-8%	2	4.2%	-7	1.6	6	3	-4
O=C(COc1ccccc1-c1ccccc1)NCCN1C(=O)S/C(=C\c2cccnc2)C1=O	9	-6%	-20	0.4%	3	-0.3	4	0	-2
NC(=O)c1sc(=S)n2c1[nH]c(=O)c1sccc12	9	-6%	-4	-0.7%	0	7.1	11	7	2
COc1ccccc1OCC(=O)Nc1ncc(C)s1	0	·	5	-0.1%	-6	-0.1	-2	-6	3
CC12C(=O)N(CCC(=O)O)C(=O)C1C1C=CC2C1 (stereo unspecified)	-1	25%	-10	0.3%	12	-1.4	-1	10	4
O=C1C2C3C=CC(c4ccccc4)(C2C(=O)N1c1cccc(Cl)c1)C1C(=O)N(c2cccc(Cl)c2)C(=O)C31 (stereo unspecified)	10	2%	13	-0.6%	·	2.4	-23	-3	-3
CC(C)NC(=O)C(=O)NCCC1CCCCN1S(=O)(=O)c1cccs1 (stereo unspecified)	1	·	-32*	-0.1%	0	-0.2	-11	-6	21

Bioassay records from PubChem BioAssay.
